Bioassay records as filed in PubChem.
iPSC survival up: increases survival of single human iPS cells; hiPSC single-cell survival, ATPlite luminescence; 100% = ROCK inhibitor wells, 0% = DMSO; survival enhancement, % at 20 µM; 360,000 tested, 0.044% active; AID 602274; in the data active = survival enhancement above about 18%;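 also: cells exposed to compounds for 16 hours before the ATP read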
Exocytosis inh: lytic granule exocytosis inhibition; TALL-104 LAMP-1 surface exposure, flow cytometry; cells stimulated with thapsigargin and PMA; inhibition, % at 10 µM; 360,000 tested, 0.66% active; AID 651702;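 active = inhibition above about 55%, limit read from the data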
ABCB6 inh MLPCN: inhibitors of human ABC transporter ABCB6. Q9NP58. K562-ABCB6 porphyrin accumulation, flow cytometry, 1 h; active compounds read low. fluorescence ratio to DMSO, % at 10 µM. 360,000 tested, 0.19% active;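 active = fluorescence ratio to DMSO below 75%, the collection mean minus 3 SD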;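 also: signal is porphyrin accumulated inside mitochondria; 100% equals median channel fluorescence of DMSO control wells; lower ratio means ABCB6 inhibition with less porphyrin fluorescence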
Glyco luc inh: blocks N-linked glycosylation in D54 reporter cells | D54 ERlucT glycosylation luciferase reporter, 24 h; percent of 100 nM tunicamycin response | reporter increase, % at 12.5 µM | 360,000 tested, 0.23% active;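 active = mean luciferase reporter signal, scaled so untreated is 0 and the glycosylation-blocking control 100, at or above a set limit in every replicate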;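 also: luciferase carries N-glycosylation sites so blocking glycosylation raises the light; 0% = median of neutral control wells and 100% = median of 100 nM tunicamycin wells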
MC4R antagonist: human MC4R antagonism in cAMP assay | P32245 | MC4R-expressing cells, MTII-stimulated cAMP, LANCE TR-FRET | inhibition, % at 6.5 µM | 360,000 tested, 0.48% active;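 active = inhibition above its plate's cutoff, the mean of tested wells on that plate plus 3 SD, cut at about 29% in these data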;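 also: 0% = Melanotan II alone and 100% = Melanotan II plus saturating MCL0020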
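System: U2OS cells stably expressing human melanocortin 4 receptor (MC4R). Reagent: Melanotan II challenge after compound preincubation. Doses: 6.5 µM. Times: 30-min compound, 1-h challenge, 1-h detection, room temperature. Measured by: TR-FRET with Eu-cAMP and labeled anti-cAMP, 671 nm. Replicates: singlicate.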
Cardio protect: myocardial damage modulation in H9c2 cells | H9c2 cardiomyocytes, H2O2 injury protection, ATPLite, 2 h | protection from H2O2 cell death, % at 20 µM | 360,000 tested, 0.63% active | AID 588492;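 active = compounds giving at least 50% protection of heart cells from peroxide-induced death in the single-dose screen, raw or plate-pattern-corrected value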;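 also: 0% = DMSO wells with peroxide and 100% = DMSO wells without peroxide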
HTR2A ag: activates the mouse 5-HT2A serotonin receptor; 360,000 tested, 0.66% active; P35363; activation, % at 7.6 µM; CHO-K1 mHTR2A beta-arrestin complementation, luminescence; percent of 30 µM serotonin response; AID 624169;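 active = activation above a run cutoff, the mean activation of all tested compounds plus 3 SD, cut at about 14% in these data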;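 also: 0% = plate median of compound wells and 100% = 30 µM serotonin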
MC4R barr agon: agonists of human melanocortin 4 receptor (MC4R) beta-arrestin | 360,000 tested, 0.98% active | P32245 | activation, % at 8.9 µM | U2OS MC4R beta-arrestin complementation, luminescence; percent of melanotan II response, DMSO zero;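 active = activation above a per-plate cutoff, the mean activation of sample wells on that plate plus 3 SD, cut at about 8% in these data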
ABHD5-PLIN5 inh: blocks binding of human ABHD5 to perilipin-5. Q00G26+Q8WTS1. Split G. princeps luciferase complementation, luminescence, 4 h. inhibition, % at 4 µM. 360,000 tested, 0.78% active;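 active = inhibition above the mean inhibition across every tested compound plus 3 SD, cut at about 22% in these data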;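 also: 0% = DMSO only wells and the 100% control is not disclosed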
Target sequence (Q00G26 whole entry, looked up): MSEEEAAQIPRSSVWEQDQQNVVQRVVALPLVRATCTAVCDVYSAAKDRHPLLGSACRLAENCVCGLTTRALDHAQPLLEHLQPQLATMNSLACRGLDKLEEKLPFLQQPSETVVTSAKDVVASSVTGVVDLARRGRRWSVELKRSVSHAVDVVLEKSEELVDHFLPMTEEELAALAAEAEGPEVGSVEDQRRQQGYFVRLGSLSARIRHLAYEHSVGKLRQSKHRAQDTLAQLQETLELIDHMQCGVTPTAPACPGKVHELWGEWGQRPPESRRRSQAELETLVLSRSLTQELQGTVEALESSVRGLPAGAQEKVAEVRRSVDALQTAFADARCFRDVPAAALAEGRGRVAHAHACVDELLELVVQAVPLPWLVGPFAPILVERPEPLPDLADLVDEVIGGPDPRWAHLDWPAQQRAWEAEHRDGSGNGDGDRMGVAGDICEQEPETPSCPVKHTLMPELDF
Target sequence (Q8WTS1 whole entry, looked up): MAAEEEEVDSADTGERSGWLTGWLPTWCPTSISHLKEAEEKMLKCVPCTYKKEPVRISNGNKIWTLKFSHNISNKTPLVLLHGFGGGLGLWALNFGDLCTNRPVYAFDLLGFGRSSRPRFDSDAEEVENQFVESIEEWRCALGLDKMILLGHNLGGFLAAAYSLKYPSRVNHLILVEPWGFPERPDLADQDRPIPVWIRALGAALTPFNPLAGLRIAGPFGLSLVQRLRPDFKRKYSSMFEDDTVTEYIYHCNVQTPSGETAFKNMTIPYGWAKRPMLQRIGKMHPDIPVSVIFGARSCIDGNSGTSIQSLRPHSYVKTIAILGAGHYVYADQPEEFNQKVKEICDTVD
aDG glyco act: alpha-DG glycosylation activation; Pro5-aDG cells, alpha-DG glycosylation AlphaScreen (IIH6); 0% Pro5, 100% B10-LARGE cell signal; AID 624168; 360,000 tested, 0.22% active; activation, % at 10 µM;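 active = activation of at least 8% versus controls, or a plate z-score of at least 8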;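 also: Pro5 are CHO cells carrying HIG-tagged alpha-DG that lacks glycosylation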
* marks the source's active call; other numbers are inactive results; x = not tested or not shown.

SMILES | iPSC survival up | Exocytosis inh | ABCB6 inh MLPCN | Glyco luc inh | MC4R antagonist | Cardio protect | HTR2A ag | MC4R barr agon | ABHD5-PLIN5 inh | aDG glyco act
CC(NC(=O)c1ccc2c(c1)OCO2)c1cccc(C(F)(F)F)c1 (stereo not drawn) | 0.6 | -4 | 97 | -3 | 2 | 3 | -1 | 0.0 | 1 | 0.0
O=[N+]([O-])c1ccc2c(c1)C(=Nc1ccccc1)c1ccccc1-2 | 3.2 | -2 | 98 | -1 | -5 | 0 | 5 | 11* | -1 | 1.3
COc1cccc(CN2CCN(c3cccc(C(F)(F)F)c3)CC2)c1OC | 0.7 | -2 | 99 | -4 | 0 | -10 | -5 | 2.4 | -2 | 0.3
NC(=O)c1ncn([C@@H]2O[C@H](CNCc3ccc(OCC(=O)Nc4ccccn4)cc3)[C@@H](O)[C@H]2O)n1 | 0.2 | -2 | 95 | -1 | 9 | 4 | 4 | -3.9 | -2 | -0.3
CCOC(=O)C(Sc1nn(C)c(=S)s1)C(C)=O (stereo not drawn) | -1.0 | 2 | 94 | 0 | 1 | -1 | 0 | -2.1 | -5 | -0.2
COc1ccc(OC)c(/C=C/C(=O)Nc2ccc3c(c2)CCC3)c1 | 3.9 | -1 | 93 | 2 | -5 | -8 | -1 | -1.5 | 0 | 0.2
O=S1(=O)CC(N2CCC(c3ccccc3)CC2)CN1C1CCCCC1 (stereo not drawn) | 0.8 | -2 | 97 | -3 | x | 1 | -2 | x | 4 | 0.1
O=C(c1cccc(Cl)c1)c1nn(-c2ccccc2)c(=O)cc1C(F)(F)F | 11 | -4 | 95 | 9 | -5 | -15 | -1 | 8.5* | -9 | -0.5
Cc1nn(CC(=O)NC2CC2)c(C)c1S(=O)(=O)N(C)C | 3.3 | 11 | 99 | 4 | 0 | 0 | -5 | -0.3 | 0 | -0.2
O=C(NCCc1ccc(O)cc1)c1ccc(Cl)cc1 | -3.6 | 1 | 101 | -1 | 5 | -16 | -5 | -0.5 | 0 | 0.2
CCN(CC)C(=O)COc1ccc(/C(C)=N/NC(=O)c2ccccc2Br)cc1 | -0.6 | -6 | 102 | -1 | 3 | -4 | 2 | -1.1 | 3 | -0.5
CCN1C(=O)[C@H]2[C@@H](c3ccc(-c4ccc5c(c4)OCO5)c(OC)c3)N[C@@](CC(C)C)(C(=O)OC)[C@H]2C1=O | -3.2 | -12 | 98 | -4 | 5 | -4 | 2 | 2.1 | -6 | -0.2
N#Cc1cccc(CSc2nnc(CCCO)n2-c2ccccc2)c1 | 5.0 | -2 | 100 | -2 | 9 | -2 | 3 | 0.9 | -1 | -0.1
Cc1ccc(-c2nc3ncccc3o2)cc1NC(=O)CC(C)C | -0.3 | -8 | 101 | 0 | 2 | 0 | 9 | -0.3 | -3 | -0.1
Cc1cccc(COc2ccccc2C(=O)OCC(=O)N(C)c2c(N)n(Cc3ccccc3)c(=O)[nH]c2=O)c1 | -0.5 | -2 | 100 | -1 | -2 | 7 | -4 | -3.1 | 1 | 0.2
CC(=O)Nc1ccc(-c2ccnc3c2CC(C(=O)NCc2ccc(N4CCN(C)CC4)cc2)O3)cc1 (stereo not drawn) | -0.6 | -4 | 79 | -5 | 5 | -3 | 2 | -0.2 | 8 | 0.2
CCCN=C1N(C)C[C@@H]2[C@@H]3C(=O)N(Cc4ccccc4)C(=O)[C@@H]3[C@](C)(C(=O)OC)N12 | -2.2 | -6 | 98 | 1 | 3 | 5 | -2 | -1.4 | -2 | 0.2
CC1CCCCN1C(=O)Cn1c(=O)n(C2CCCCC2)c(=O)c2ccccc21 (stereo not drawn) | -2.9 | 0 | 85 | 0 | 1 | 22 | 0 | -0.4 | -3 | -0.2
Clc1ccc(-c2nnc(-c3ccc(Br)cc3)c(N3CCSCC3)n2)cc1 | 1.8 | 2 | 103 | -2 | 6 | -3 | 0 | -2.4 | -4 | -0.1
CCOC(=O)C(=CNc1ccc(C(F)(F)F)cc1Cl)C(=O)OCC | -0.5 | 12 | 105 | -1 | 12 | -1 | -1 | 1.5 | 14 | 0.1
CC(Sc1nc(N)cc(=O)[nH]1)C(=O)Nc1ccc(N2CCOCC2)cc1 (stereo not drawn) | -2.9 | 13 | 96 | 4 | 1 | 2 | 1 | -0.2 | -13 | -0.2
CN1CCN(C(=O)C23CC4CC(C)(CC(C)(C4)C2)C3)CC1 | 1.2 | 4 | 99 | -1 | 4 | -3 | -11 | 0.8 | 1 | -0.1
CCN(CC)CCNC(=O)C1(c2ccccc2)CCCCC1 | -1.3 | -1 | 99 | 0 | -2 | -4 | -3 | -1.9 | 4 | -0.1
Cc1cc(C(=O)NCC(C)C)c2ccccc2n1 | 2.1 | -1 | 99 | 2 | 3 | -7 | -2 | -1.1 | -6 | 0.0
NC(=O)C1CCN(C2=C(NS(=O)(=O)c3ccc(Cl)cc3)C(=O)c3ccccc3C2=O)CC1 | -0.4 | -1 | 98 | 6 | -5 | -3 | -3 | -2.3 | -13 | 0.2

Entries listed above marked active in MC4R barr agon.
SMILES	Exocytosis inh	ABCB6 inh MLPCN	Glyco luc inh	MC4R antagonist	HTR2A ag	MC4R barr agon	ABHD5-PLIN5 inh	aDG glyco act
O=[N+]([O-])c1ccc2c(c1)C(=Nc1ccccc1)c1ccccc1-2	-2	98	-1	-5	5	11*	-1	1.3
O=C(c1cccc(Cl)c1)c1nn(-c2ccccc2)c(=O)cc1C(F)(F)F	-4	95	9	-5	-1	8.5*	-9	-0.5

The listing picks up; the 4 compounds before the break are reprinted first.
SMILES | iPSC survival up | Exocytosis inh | ABCB6 inh MLPCN | Glyco luc inh | MC4R antagonist | Cardio protect | HTR2A ag | MC4R barr agon | ABHD5-PLIN5 inh | aDG glyco act
CN1CCN(C(=O)C23CC4CC(C)(CC(C)(C4)C2)C3)CC1 | 1.2 | 4 | 99 | -1 | 4 | -3 | -11 | 0.8 | 1 | -0.1
CCN(CC)CCNC(=O)C1(c2ccccc2)CCCCC1 | -1.3 | -1 | 99 | 0 | -2 | -4 | -3 | -1.9 | 4 | -0.1
Cc1cc(C(=O)NCC(C)C)c2ccccc2n1 | 2.1 | -1 | 99 | 2 | 3 | -7 | -2 | -1.1 | -6 | 0.0
NC(=O)C1CCN(C2=C(NS(=O)(=O)c3ccc(Cl)cc3)C(=O)c3ccccc3C2=O)CC1 | -0.4 | -1 | 98 | 6 | -5 | -3 | -3 | -2.3 | -13 | 0.2
NC(CO)c1csc(NC(=O)Nc2cccc(Cl)c2)n1 (stereo not drawn) | -1.0 | -9 | 100 | 1 | -5 | 16 | -3 | -2.1 | 5 | -0.4
COc1ccc(CC(=O)NNC(=O)c2cccs2)cc1 | 0.3 | -1 | 98 | 0 | 0 | 1 | -3 | -0.5 | 3 | 0.1
Cc1cccc2c3c([nH]c12)C(=O)CC(C)(C)S3 | -0.7 | 3 | 96 | 1 | 2 | -10 | -1 | -0.8 | -12 | -0.5
Cc1cc(O)c(C(=O)c2ccccc2C(=O)O)cc1C | -2.3 | -1 | 101 | 2 | 13 | 5 | 5 | 0.8 | 3 | -0.2
CSc1nc(=S)cc(C)[nH]1 | -0.5 | 6 | 96 | 0 | 3 | 4 | 4 | -0.6 | 8 | 0.0
O=C(N/N=C/c1cccnc1)c1sc2ccccc2c1Cl | 0.4 | 3 | 98 | -1 | 0 | 8 | -10 | -0.6 | -4 | 0.1
CCC(C(=O)Nc1ccccc1-c1ccccc1)c1ccccc1 (stereo not drawn) | 1.5 | 11 | 80 | -1 | 4 | 0 | -9 | -1.5 | -12 | 0.1
O=C(NCCOc1ccc(F)cc1)C1CCC(=O)N(CC2CCCCC2)C1 (stereo not drawn) | -0.4 | 1 | 98 | -1 | -2 | 1 | -5 | -2.5 | -3 | 0.3
CCOc1cc(CNc2ncn[nH]2)ccc1OCC(=O)NC(C)(C)C | -0.6 | -1 | 93 | -2 | 1 | 3 | 5 | -0.8 | -4 | 0.5
C=CC(C)(C)c1c(O)c(CC=C(C)C)c(O)c2c(=O)c3ccc(O)c(O)c3oc12 | -1.9 | 4 | 101 | -20 | -9 | -12 | 3 | -0.9 | -12 | 0.0
COc1cc(OC)c2ccc(=O)oc2c1C(CCN1CCN(c2ccccc2)CC1)c1ccc2c(c1)OCO2 (stereo not drawn) | -3.2 | 3 | 95 | -4 | 8 | 13 | -8 | -0.8 | 3 | -0.4
COc1ccc(S(=O)(=O)N2CCOCC2)cc1NC(=O)CSc1nnc(C2CC2)n1C | -0.3 | -2 | 100 | 1 | 5 | 4 | 1 | 2.4 | 11 | 1.0
Cc1cccc(/N=C2/NC(=O)C(Cc3ccccc3)S2)n1 (stereo not drawn) | -0.5 | -1 | 99 | 0 | 8 | 5 | 5 | 0.0 | -3 | 0.1
Cc1cc(NC(=O)c2ccco2)ncc1NC(=O)Cc1ccccc1 | 2.0 | -3 | 91 | -1 | -6 | 7 | -7 | -2.3 | -4 | -0.1
Cc1ccccc1CNC(=O)COc1ccccc1 | -0.7 | 5 | 98 | 0 | -4 | 3 | 4 | 3.2 | 8 | 0.1
CCOc1ccc(C/C(N)=N/n2cnnc2)cc1 | -1.4 | -2 | 104 | 1 | 0 | -3 | 3 | -0.1 | 5 | 0.2
CCOC(=O)C1=NOC(Cn2cc(C#N)c(=O)n(C)c2=O)C1 (stereo not drawn) | -0.7 | 0 | 95 | 1 | -3 | 0 | 7 | 0.1 | 3 | -0.5
Cc1cc(-c2ccc(S(=O)(=O)N3CCN(C)CC3)s2)on1 | 0.1 | -1 | 102 | 0 | 4 | -1 | 2 | -2.8 | 2 | 0.0
Cc1ccc(C2NC(c3ccc(C)cc3)C(C)C(=O)C2C)cc1 (stereo not drawn) | -0.6 | -4 | 100 | 1 | 9 | 2 | 1 | -2.3 | -1 | 0.0
Cc1ccc(Cn2c(N3CCNCC3)nc3c2c(=O)[nH]c(=O)n3C)cc1 | -0.2 | 6 | 105 | 1 | -4 | 23 | 4 | 1.6 | 3 | 0.2
Cc1ccccc1/[N+]([O-])=C/c1cccs1 | 0.0 | -3 | 98 | 0 | 8 | 1 | 7 | -1.3 | 0 | -0.2
Cc1cc(=O)oc2cc(OCC(=O)N/N=C/c3cc([N+](=O)[O-])ccc3O)ccc12 | -1.2 | 0 | 106 | 3 | -6 | 55* | -2 | -0.5 | 6 | 0.1
N#CCC(CNc1ncc(C(F)(F)F)cc1Cl)OC(=O)c1cccc([N+](=O)[O-])c1 (stereo not drawn) | 1.1 | 4 | 100 | 29* | -1 | -7 | -7 | 9.1* | -4 | 0.0
O=C(CCCN1C(=O)c2ccccc2C1=O)Nc1sc2c(c1C(=O)NCc1ccco1)CCC2 | -0.3 | 1 | 101 | 1 | 3 | 35 | 6 | -0.4 | 7 | 0.1
